Source: PubChem
AT treatment – potential ataxia-telangiectasia treatment | […] A-T fibroblasts, KAP-1 phosphorylation AlphaLISA; neocarzinostatin DNA damage 30 min before lysis | AID 485349 | 320,000 compounds, 0.19% hits | Potency, µM (doses to about 57.5 µM), inactives show at the highest dose activation, usual class: activators; also: potency is read from the fitted curve at half-maximal effect; % of control where 0% means no effect; nearly all actives have a fitted effect of over 45% in size
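hTERT-immortalized A-T patient fibroblasts ([…]), 500 cells/well in OPTI-MEM, 1% FBS, got compounds for 60 min, then NCS for 30 min at 37C. Lysates were then assayed for phospho-KAP-1 by AlphaLISA (anti-pKAP1 donor, anti-KAP1 acceptor beads), 6 hr at 25C.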
MBNL1-CUG inh – MBNL1-poly(CUG) RNA binding inhibition | TR-FRET MBNL1-His/biotin-(CUG)12 binding, 665/545 ratio | Potency, µM (doses to about 57.5 µM), for inactives: top-dose activity change, negative = inhibition, most hits filed as inhibitors | 280,000 compounds, 0.036% hits; active = well fitted inhibition curve with a large enough effect in the signal ratio, with a control signal flat, not every such curve was filed as active; inconclusive = small, poorly fitted or top-dose-only effect, or effect the other way, or a change in a side signal; inactive = no such curve, though single readings can be large or run the other way; the % refers to the signal ratio; also: potency is read from the fitted curve at half-maximal effect; % is scaled to controls: 0 for no effect and ±100 for the full control effect
Target sequence (Q9NR56 whole entry, looked up): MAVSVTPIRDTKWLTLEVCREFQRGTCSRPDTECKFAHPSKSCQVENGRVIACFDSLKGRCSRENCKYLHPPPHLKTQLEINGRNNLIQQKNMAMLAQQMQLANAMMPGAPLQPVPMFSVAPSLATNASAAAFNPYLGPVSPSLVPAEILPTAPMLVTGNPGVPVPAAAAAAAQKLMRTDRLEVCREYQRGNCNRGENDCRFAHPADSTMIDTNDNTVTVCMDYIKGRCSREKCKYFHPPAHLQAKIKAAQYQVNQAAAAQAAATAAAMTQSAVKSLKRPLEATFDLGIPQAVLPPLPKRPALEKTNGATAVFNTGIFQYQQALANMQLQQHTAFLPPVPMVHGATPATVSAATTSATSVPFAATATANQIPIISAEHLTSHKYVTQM
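Compounds (final 92 nM to 58 uM) are added to His-tagged MBNL1 and biotin-(CUG)12, then terbium anti-His antibody and streptavidin-XL665 (5 nM final). After 60 min at room temperature, the 665/545 nm ratio is read.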
GALK inh – inhibitors of human galactokinase | P51570 | Purified GALK, Kinase-Glo residual ATP luminescence | Potency, µM (doses to about 57.5 µM), for the others: at the top dose activity change, negative = inhibition, most hits filed as inhibitors | 270,000 compounds, 0.007% hits | AID 1868; also: potency is read from the fitted curve at half-maximal effect; % is scaled to controls: 0 for no effect and ±100 for the full control effect
Target sequence (P51570 whole entry, looked up): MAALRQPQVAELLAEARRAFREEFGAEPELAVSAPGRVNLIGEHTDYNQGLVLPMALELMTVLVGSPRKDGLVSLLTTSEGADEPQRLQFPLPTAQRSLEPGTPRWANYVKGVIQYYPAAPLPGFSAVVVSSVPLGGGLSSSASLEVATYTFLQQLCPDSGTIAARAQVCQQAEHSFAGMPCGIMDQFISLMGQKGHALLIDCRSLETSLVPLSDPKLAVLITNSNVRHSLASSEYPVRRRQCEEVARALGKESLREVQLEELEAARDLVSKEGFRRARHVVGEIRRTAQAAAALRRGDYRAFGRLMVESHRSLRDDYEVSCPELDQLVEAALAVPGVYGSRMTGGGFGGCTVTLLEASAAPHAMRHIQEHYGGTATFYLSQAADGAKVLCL
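Compounds were pin-transferred into ATP buffer (35 uM final), then GALK plus galactose (5 nM, 100 uM final) was added. After 1 h at room temperature, Kinase-Glo Plus was added and luminescence read after 10 min.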
Coupling enz – counter-screen for Giardia aldolase inhibitors: coupling enzyme system. coupling enzyme system counterscreen, AmpLite Red fluorescence. AID 2472. 290,000 compounds, 0.67% hits. activity change, negative = inhibition, % at 58.2 µM, hits read low; in the data active = activity change below about -30%; also: % is scaled to controls: 0 for no effect and ±100 for the full control effect
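Coupling enzymes only (glyceraldehyde-3-phosphate) + compound, at 57.5 uM final, 10 min RT; add substrate/coupling/AmpLite Red mix, 20 min RT; fluorescence ex 525/em 598 nm. Actives flag coupling-system interference.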
hERG WT inh – inhibitors of human wildtype KCNH2 potassium channel; 340,000 compounds, 0.37% hits; U2OS, BacMam KCNH2, thallium flux FluxOr; active compounds read low; activity change, % at 1.84 µM;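 active = maximum activity change below -70%; inconclusive = maximum activity change between -70% and -50%; inactive = maximum activity change above -50%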; also: % is scaled to controls: 0 for no effect and ±100 for the full control effect
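U2OS cells were transduced with wild-type KCNH2 virus (2.03 x 10^8 / mL) for 4 h at room temperature, then cultured overnight at 37 C. Thallium flux was read with FluxOr dye. Rate constants were normalized to DMSO controls.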
TRPV1 agonist – activates the human vanilloid receptor TRPV1; Q8NER1; TRPV1-expressing cells, Fluo-8 calcium influx, agonist mode; activation, % at 8.33 µM; 320,000 compounds, 0.19% hits; in the data active = activation above about 80%; inconclusive = between about 30% and that limit; also: 0% is about no effect
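TRPV1-expressing cells were cultured overnight at 35.5C and loaded with Fluo-8 calcium dye for 40 to 90 min at room temperature. After a 10 s baseline, compound was added and calcium influx was read kinetically for 3 min (ex 480/em 520 nm).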
Integrin act MD – activators of alpha7 integrin expression for muscular dystrophy | alpha7betagal myoblasts, beta-gal FDG fluorescence, 48 h | Potency, µM (highest dose often 38.3 µM), without a hit: top-dose activation, hits mostly activators | 350,000 compounds, 0.064% hits;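 also: potency is read from the fitted curve at half-maximal effect; 100% = response of the positive control SU9516; nearly all actives have a fitted effect of over 60% in size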
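Alpha7betagal+/- myoblasts (passage 13) were plated 16-24 hr, then exposed to compounds (1:260 dilution of DMSO stock) for 48 hours at 37C. After MPER lysis, β-galactosidase reporter activity was read as FDG fluorescence (ex 480/em 540) after 30 minutes.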
CXXC DNA block – blocks binding of human MLL CXXC domain to DNA; MLL-CXXC / FITC-HOXA9 DNA fluorescence polarization; Q03164; 290,000 compounds, 0.037% hits; Potency, µM (doses to about 115 µM), inactives show top-dose activity change, negative = inhibition, actives largely listed as inhibitors; active = well fitted inhibition curve with a large enough effect in the polarisation, with a control signal flat, not every such curve was filed as active; inconclusive = small, poorly fitted or top-dose-only effect, or effect the other way, or a change in a side signal; inactive = no such curve, though single readings can be large or run the other way; the % refers to the polarisation; also: potency is read from the fitted curve at half-maximal effect
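Fluorescence polarization: 7 uM MLL-CXXC (stock) preincubated 5 min with compounds, then 50 nM fluorescein-HOX-A9 DNA (stock) added; 30 min ambient. Buffer 50 mM Tris-HCl pH 7.5, 50 mM NaCl, 1 mM DTT, 0.05% BSA.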
ASM inhibitor – inhibitors of human secretory acid sphingomyelinase | P17405 | placental ASM, HMU-PC fluorogenic substrate, 60 min | Potency, µM (doses to about 57.5 µM), for the others: at the highest dose activity change, negative = inhibition, hits mostly inhibitors | 340,000 compounds, 0.006% hits | AID 504937; also: potency is read from the fitted curve at half-maximal effect
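Human placenta-derived ASM preincubated with compound 10 min at room temperature, then reacted with 9 uM (final) fluorogenic HMU-PC substrate for 60 min at 37 C. Stop solution raises pH to 10; fluorescence read at Ex 386/Em 447 nm.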
KCNH2 3.1 inh – inhibitors of human KCNH2 3.1 potassium channel isoform | 340,000 compounds, 0.95% hits | U2OS KCNH2 3.1, thallium flux FluxOr; active compounds read low | activity change, % (tested at about 1.8 µM);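 active = maximum activity change below -70%; inconclusive = maximum activity change from -70% to -50%; inactive = maximum activity change above -50%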;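 also: thallium influx rate constant from kinetic fluorescence after stimulation buffer; % is scaled to controls: 0 for no effect and ±100 for the full control effect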
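Normalized rate constant (relative to positive and negative DMSO controls) derived from a 2 min kinetic fluorescence read after stimulation; U2OS cells expressing the 3.1 isoform via virus at 1.77 x 10^8 /mL.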
* marks the source's active call; other numbers are inactive results; ? = inconclusive; / = no result given; [ ] = dose if it differs, or a comment. Unless noted, calls follow the shape of the dose curve; as a rule, active = well fitted curve in the direction sought with a large enough effect; inconclusive = small, poorly fitted or top-dose-only effect, or another doubt; inactive = no such curve, though single readings can be large; an effect the other way counts as inactive or inconclusive.

SMILES	AT treatment	MBNL1-CUG inh	GALK inh	Coupling enz	hERG WT inh	TRPV1 agonist	Integrin act MD	CXXC DNA block	ASM inhibitor	KCNH2 3.1 inh
NS(=O)(=O)c1ccc(CCNC(=O)CNC(=O)Cc2cccc3ccccc23)cc1	0%	0%	-2%	2	-2	3	-24%	-18%	5%	9
COc1cc(CNC(=O)c2cccc(COc3ccc(Cl)cc3)c2)cc(OC)c1	2%	-4%	0%	1	-2	-3	-2%	2%	-1%	11
CC1=NN(c2ccc(S(=O)(=O)O)cc2C)C(=O)C1	-5%	6%	-3%	-1	-6	-1	49%	-6%	-5%	-3
Cc1cc(C)c(NC(=O)COC(=O)c2c(C)noc2C)c(Cl)c1	-2%	/	/	/	-5	-7	-11%	/	1%	2
COc1ccccc1CCC(=O)Nc1ccc(OC)c(S(=O)(=O)N2CCOCC2)c1	-8%	/	/	/	2	-3	6%	/	-2%	21
Cc1cc(NC(=O)CSc2ncccc2C(=O)O)no1	0%	-12%	6%	0	-7	-2	26%	3%	-2%	6
CCc1nnc(NC(=O)CCC(=O)N2CCN(c3ccccn3)CC2)s1	9%	7%	-2%	4	-8	-1	9%	6%	5%	-13
COc1ccc(Nc2nc(-c3cccc([N+](=O)[O-])c3)nc3ccccc23)c(OC)c1	5%	-11%	0%	-1	1	-1	1%	-1%	-2%	12
COc1ccc(/C=N/NC(=O)c2ccn[nH]2)cc1CSc1ccccn1	4%	?	-8%	2	0	3	?	-6%	-3%	24
COc1ccc(-c2c(C#N)sc(C(N)=O)c2-c2ccc(OC)cc2)cc1	5%	?	1%	9	1	-11	-28%	0%	0%	-16
COc1cc(CCC(=O)N2CCN(c3ccc([N+](=O)[O-])cc3)CC2)cc(OC)c1OC	-4%	?	-3%	-1	22	-5	-13%	31%[activator]	-10%	-17
CCn1c(SCc2ccc(OC)c(F)c2)nc2ccccc2c1=O	6%	-3%	-1%	2	-2	13	0%	-4%	-3%	-21
O=C(c1cc(C(=O)N2CCOCC2)c2nc3ccccc3n2c1)c1ccccc1O	3%	?	/	2	-6	-6	?	-2%	3%	-7
CCOC(=O)c1ccc[n+](CC(=O)Nc2ccccc2OC(F)F)c1	3%	4%	-4%	2	-1	0	-4%	0%	0%	5
CC(=O)Nc1nc(C)c(-c2csc(Nc3cccc([N+](=O)[O-])c3)n2)s1	-1%	9%	1%	-8	5	-2	-35%[inhibitor]	45%[activator]	-9%	-29
CC(=O)n1cc(C2C(=O)CC(C)(C)CC2=O)c2ccccc21	1%	1%	0%	6	29	-1	-9%	-3%	3%	37
CCOC(=O)c1ccc(CNC(=O)CSc2nnc(-c3ccncc3)o2)cc1	-4%	?	/	5	5	11	-3%	-8%	4%	-8
Cc1ccc(NC(=O)CC2SC(=NC3CCCCC3)NC2=O)cc1 (configuration not stated)	0%	-14%[11.5 µM]	/	-2	1	-1	12%	-4%	-2%	-3
CCCn1cnc2sc(C(N)=O)c(C)c2c1=O	0%	3%	1%	3	-9	0	-8%	-3%	1%	8
O=P(Cc1cccc[n+]1[O-])(c1ccccc1)c1ccccc1	3%	?	/	0	-14	-2	7%	3%	1%	-4
Cc1ccc2[nH]c(=O)c(N3CCOCC3)c(-c3ccccc3)c2c1	2%	-1%	0%	5	-7	0	-43%	-5%	2%	2
CCOc1ccc(CNC(=O)CCC(=O)n2nc(C)c3ccccc32)cc1	1%	-3%	0%	/	24	-4	2%	8%	-1%	9
COc1ccccc1C(=O)COC(=O)Cc1c[nH]c2ccccc12	-2%	/	/	/	0	2	-2%	/	5%	2
OC1COCOC1C(O)C1OCOCC1O (configuration not stated)	/	/	/	/	-1	/	16%	/	5%	-4
Cc1ccc(S(=O)(=O)N(C)C)cc1NC(=O)COC(=O)COc1ccccc1[N+](=O)[O-]	1%	10%	10%	-2	6	0	-5%	15%	-3%	17
CCc1cccc(CC)c1NC(=O)COc1ccccc1C(=O)c1cc(C#N)c(=O)n(C2CCCCC2)c1	0%	8%	-3%	-3	-25	6	0%	0%	14%	7
COc1ccc(C2CC(=O)NC(=O)C2)cc1	-1%	-7%	4%	-1	-1	-2	10%	-7%	2%	-5
CCc1ccc(NC(=O)Cc2cn(C)c3ccccc23)cc1	/	-9%	2%	2	-6	0	9%	-5%	-5%	-19
Cc1ccc(S(=O)(=O)N(CCC(=O)O)c2ccccc2)cc1	1%	-20%	2%	19	-1	0	?	0%	-1%	-29
Cc1c(NC(=O)Cc2cccs2)cccc1[N+](=O)[O-]	1%	3%	0%	1	1	8	9%	4%	1%	23
O=C(NCc1cccc(Cl)c1)c1ccc(N2CC3CC(C2)c2cccc(=O)n2C3)c(NC(=O)c2cccnc2)c1 (configuration not stated)	-2%	-1%	-1%	0	16	-2	9%	36%[activator]	2%	-4
CCC1Oc2ccc(Cl)cc2N(CC(=O)O)C1=O (configuration not stated)	5%	-17%	-2%	2	-14	0	-1%	-4%	-2%	-9
CCOC(=O)C1(CCCc2ccccc2)CCN(C(=O)c2cncs2)CC1	2%	1%	-1%	1	10	27	1%	-1%	-1%	-18
C[C@@H](NC(=O)c1nc[nH]c1C(=O)NCC(=O)OC(C)(C)C)c1ccccc1	-10%	-5%	/	1	-5	?	-5%	-2%	2%	-16
CCOC(=O)c1c(NC(=O)CCC(=O)N2CCOCC2)sc2c1CC(C)(C)OC2	-1%	-6%	-1%	2	6	?	13%	0%	-1%	-7
COc1ccc(N2C(=O)/C(=C/N(C)C)NC2=S)cc1	-5%	?	10%	2	1	-2	9%	8%	-2%	12
O=C(NCC1CCCCC1)C1CCCN(C(=O)NC2CCCCC2)C1 (configuration not stated)	11%	-5%	8%	0	5	6	-5%	6%	2%	-11
Cc1cccc(C)c1NC(=O)CNC(=O)c1ccc(N2CCCC2=O)cc1	0%	/	/	/	-1	-3	-20%	/	3%	5
Cc1ccccc1NC(=O)/C(C#N)=C/c1ccc[nH]1	-1%	9%	5%	3	-19	8	-5%	1%	0%	8
Cc1ccc(C2=NC3(CCCCC3)NC2=S)cc1	-4%	/	1%	5	-17	2	15%	-10%	-2%	-1
CN(C(=O)c1ccc(NC(=O)C2CCCN(C(=O)OC(C)(C)C)C2)cc1)C1CCCC1 (configuration not stated)	7%	/	/	/	-5	/	6%	/	-1%	24
CC(=O)Nc1ccc(S(=O)(=O)N2CCC(C(=O)NC3CC3)CC2)cc1	1%	-2%	-5%	/	-2	0	-8%	0%	0%	9
Cc1ccc(C)n1-c1sc2c(c1C(=O)O)CCCC2	-6%	1%	/	5	11	0	-18%	-3%	4%	-3
N#Cc1c(NC(=O)CN2CCCCC2)sc2c1CCC2	-3%	-6%	8%	0	1	1	13%	2%	3%	9
O=C(O)c1cc(S(=O)(=O)N(Cc2ccccc2)c2ccccc2Cl)ccc1Cl	-7%	-5%	3%	18	-4	-1	14%	?	-1%	11
COC(=O)c1cn(C(=O)c2cc(C)cc(C)c2)c2ccccc12	2%	20%	-1%	1	-2	2	3%	-8%	-7%	12
Cc1ccccc1N=C1C(=O)Nc2ccccc21	/	/	/	/	6	/	12%	/	0%	6
CCC1(C)Cc2ccccc2-c2nc(NN)[nH]c(=O)c21 (configuration not stated)	15%	-14%	0%	-11	3	1	6%	-5%	25%	-16
Cn1c(CSCc2ccc(Cl)c(Cl)c2)nnc1SCC(=O)Nc1nccs1	0%	5%	-4%	2	7	1	28%	28%	-2%	-5
COC(=O)Cn1c2ccccc2c2nc3ccccc3nc21	0%	15%	2%	-1	-3	6	3%	43%[activator]	37%[activator]	-3
Cn1c(=O)c(=O)n(C)c2cc(S(=O)(=O)Nc3ccc(OC(F)(F)F)cc3)ccc21	-4%	0%	-1%	2	7	0	?	-18%	-4%	-15
CC(=O)N1CCc2ccc(S(=O)(=O)N3CCc4ccccc43)cc21	9%	5%	2%	4	2	2	-42%	2%	-3%	-7
C#CCOCCOCCOCCNc1nc(N2CCN(C(=O)[C@H](CCCCN)n3cc([C@@H](N)CO)nn3)CC2)nc(N2CCN(C(=O)[C@H](Cc3ccc(O)cc3)n3cc([C@@H](N)CC(C)C)nn3)CC2)n1	-5%	-29%	-3%	0	0	0	-9%	3%	2%	-9

Random excerpt: 2 records from the list.
SMILES	AT treatment	MBNL1-CUG inh	GALK inh	Coupling enz	hERG WT inh	TRPV1 agonist	Integrin act MD	CXXC DNA block	ASM inhibitor	KCNH2 3.1 inh
Cc1ccc2[nH]c(=O)c(N3CCOCC3)c(-c3ccccc3)c2c1	2%	-1%	0%	5	-7	0	-43%	-5%	2%	2
Cn1c(=O)c(=O)n(C)c2cc(S(=O)(=O)Nc3ccc(OC(F)(F)F)cc3)ccc21	-4%	0%	-1%	2	7	0	?	-18%	-4%	-15
